From PubChem
KDM4E inh: blocks human JMJD2E demethylase activity; AID 2147; hit rate 1.6% among 230,000; JMJD2E catalytic domain, FDH-coupled NADH fluorescence (FDH is formaldehyde dehydrogenase); Potency, µM (highest dose often 57.1 µM), inactives show at the highest dose activity change, negative = inhibition, hits mostly inhibitors; active means well fitted inhibition curve with a large enough effect, not every such curve was filed as active; inconclusive means small, poorly fitted or top-dose-only effect, or another doubt; inactive means no such curve, though single readings can be large or run the other way;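 further: 0% = wells with enzyme and -100% = buffer wells without enzyme; nearly all actives have a fitted effect of over 50% in size; many of its hits are not listed in these tables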
Target sequence (B2RXH2 1-337 limits assumed): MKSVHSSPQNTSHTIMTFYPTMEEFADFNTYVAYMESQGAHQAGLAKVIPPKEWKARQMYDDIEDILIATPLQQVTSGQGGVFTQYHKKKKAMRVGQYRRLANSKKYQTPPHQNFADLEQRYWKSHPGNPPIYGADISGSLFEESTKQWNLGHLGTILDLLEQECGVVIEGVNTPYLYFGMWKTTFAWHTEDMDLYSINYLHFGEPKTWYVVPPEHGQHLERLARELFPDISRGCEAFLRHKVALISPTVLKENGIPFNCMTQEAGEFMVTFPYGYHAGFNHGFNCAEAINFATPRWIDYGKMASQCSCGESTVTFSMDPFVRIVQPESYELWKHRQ
HttQ103 aggreg: mutant huntingtin aggregation inhibition. PC12 HttQ103-GFP aggregates, Acumen cytometry, 40 h. Potency, µM (doses to about 46.1 µM), without a hit: at the top dose activity change, negative = inhibition, most hits filed as inhibitors. hit rate 1.1% among 220,000; further: on the % scale 0 is the no-effect control and ±100 the full control effect; nearly all actives have a fitted effect of over 60% in size
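PC12 cells with ecdysone-inducible HTT exon1 Q103-GFP, induced by 100 nM tebufenozide, given compounds in a concentration series. GFP aggregates (1–25 um, 6 SD above background) counted in lysates by laser-scanning cytometry, 488 nm excitation.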
Tau ThT inhib: blocks human tau fibril formation measured by thioflavin T; Potency, µM (series often up to 57.4 µM), inactives show at the highest dose activity, negative = inhibition, most hits filed as inhibitors; hit rate 2.1% among 270,000; recombinant tau K18 P301L, heparin-induced fibrillization, ThT fluorescence; further: on the % scale 0 is the no-effect control and ±100 the full control effect; nearly all actives have a fitted effect of over 55% in size
Target sequence (P10636 561-689 P618L limits assumed): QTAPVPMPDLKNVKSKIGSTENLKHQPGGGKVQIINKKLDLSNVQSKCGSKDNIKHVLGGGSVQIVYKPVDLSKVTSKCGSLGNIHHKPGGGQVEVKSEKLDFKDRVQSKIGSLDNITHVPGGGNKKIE
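K18 P301L tau (15 uM + 0.24 uM Alexa 594-tagged), heparin 20 uM, NaOAc pH 7, 6 h 37 C; ThT 30 uM, 1 h RT, ex 450/em 510 nm.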
HTT cytoprotect: Huntington cell model cytoprotection by ATP luminescence. AID 1471. Potency, µM (doses to about 56.4 µM), without a hit: cytoprotection (ATP increase), actives largely listed as activators. PC12 HTT-Q103 induced, cytoprotection, ATP luminescence, 40 h. hit rate 0.14% among 230,000;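 further: % of control where 0% means no effect; nearly all actives have a fitted effect of over 45% in size; toxic huntingtin expression switched on by the ecdysone agonist tebufenozide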
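PC12 cells stably carrying ecdysone-inducible Htt exon 1 (Q103)–GFP were induced with 100 nM tebufenozide (final) alongside library compounds in a dose series. Cytoprotection was scored as retained ATP by ATPlite luminescence.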
Tau FP inhib: tau fibrillization inhibition (FP). AID 1468. hit rate 0.39% among 280,000. P10636. K18 P301L tau heparin fibrillization, Alexa594 FP, 6 h. Potency, µM (doses to about 57.7 µM), for inactives: top-dose activity, negative = inhibition, usual class: inhibitors; further: on the % scale 0 is the no-effect control and ±100 the full control effect; nearly all actives have a fitted effect of over 55% in size
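Steps: dispense K18 P301L tau (15 uM plus 0.24 uM Alexa 594 tracer, final) in pH 7 sodium acetate; add compound; add heparin (20 uM final); incubate 6 hr, 37 C; add ThT (30 uM final); after 1 hr ambient, read FP.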
ALDH1A1 inh: blocks purified human ALDH1A1 activity | P00352 | Purified ALDH1A1, NADH fluorescence, propionaldehyde substrate | Potency, µM (titrated, usually from 75.3 µM), for the others: at the highest dose activity, negative = inhibition, hits mostly inhibitors | hit rate 7.3% among 220,000 | AID 1030; active means well fitted inhibition curve with a large enough effect, not every such curve was filed as active; inconclusive means small, poorly fitted or top-dose-only effect, or another doubt; inactive means no such curve, though single readings can be large or run the other way;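 further: plate controls were no enzyme wells and a reference inhibitor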
Target sequence (P00352 whole entry, looked up): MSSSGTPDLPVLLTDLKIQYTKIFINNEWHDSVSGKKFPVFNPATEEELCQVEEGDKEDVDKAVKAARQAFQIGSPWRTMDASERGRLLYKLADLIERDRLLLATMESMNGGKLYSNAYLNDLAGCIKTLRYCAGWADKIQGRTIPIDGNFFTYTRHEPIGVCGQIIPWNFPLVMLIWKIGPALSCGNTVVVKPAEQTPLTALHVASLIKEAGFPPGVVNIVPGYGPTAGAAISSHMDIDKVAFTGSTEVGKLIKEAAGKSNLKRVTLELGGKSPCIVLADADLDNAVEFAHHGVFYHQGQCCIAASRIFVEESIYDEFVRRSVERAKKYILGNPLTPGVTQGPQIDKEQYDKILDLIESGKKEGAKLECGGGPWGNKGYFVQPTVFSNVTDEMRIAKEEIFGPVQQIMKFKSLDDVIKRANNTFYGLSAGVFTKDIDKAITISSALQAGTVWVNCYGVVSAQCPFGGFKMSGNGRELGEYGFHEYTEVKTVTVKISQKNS
Tau fluor cs: counter-screen for tau fibril formation inhibitors | Potency, µM (series often up to 57.7 µM), inactives show at the top dose activity change, negative = decrease | tau K18 P301L Alexa594 fluorescence, heparin fibrillization | hit rate 0.93% among 280,000; further: on the % scale 0 is the no-effect control and ±100 the full control effect; nearly all actives have a fitted effect of over 55% in size
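Human tau K18 P301L (15 uM unlabeled, 0.24 uM Alexa 594-labeled) in 100 mM sodium acetate pH 7 with 20 uM heparin, 6 hr at 37 C. ThT 30 uM added, 1 hr ambient; Alexa 594 FP and total fluorescence read at 555/632 nm.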
SMN2 splice up: increases expression of the SMN2 splice variant. HEK293 SMN2-luciferase splicing reporter, luminescence, 30-36 h. Potency, µM (titrated, usually from 46.1 µM), for inactives: at the highest dose activity change, positive = activation, actives largely listed as activators. hit rate 2.8% among 210,000. AID 1458; further: % of control where 0% means no effect; nearly all actives have a fitted effect of over 55% in size
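HEK293 cells carry an SMN2 […]–luciferase reporter in which exon 7 inclusion puts luciferase in frame. Cells were plated 10-12 h before compound addition, then incubated 30-36 h at 37C. ONE-Glo luminescence was read; sodium butyrate at 4.5 mM final served as control.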
Active calls of the source: *; ? = inconclusive; / = no result given; [ ] = remark or other dose. Unless noted, the call rests on the fitted dose curve; in most records, active means well fitted curve in the direction sought with a large enough effect; inconclusive means small, poorly fitted or top-dose-only effect, or another doubt; inactive means no such curve, though single readings can be large; an effect the other way counts as inactive or inconclusive. Potency means the concentration at half of the fitted maximal effect.

1. COc1ccccc1N/C(=N/S(=O)(=O)c1ccc(Cl)cc1)c1ccccc1
2. COc1ccc(OC)c(NC(=O)CNC(=O)Cn2cnc3ccccc3c2=O)c1
3. Cc1ccccc1OCC(=O)O/N=C(\N)Cc1cccs1
4. CCn1cc(C2=NOC(C(=O)Nc3cc(OC)c(Cl)cc3OC)C2)c(C)n1 (stereo unspecified)
5. Cc1cccc(C(=O)Oc2coc(CSc3nnc(NC(=O)C4CC4)s3)cc2=O)c1
6. COc1ccccc1/C=C/C(=O)OCc1nc2ccccc2c(=O)[nH]1

entry no.	1	2	3	4	5	6
KDM4E inh	5.5%	4.3%	?	-1.7%	8.8%	6.6%
HttQ103 aggreg	6.1%	0.9%	6.0%	1.2%	-5.1%	27.2%
Tau ThT inhib	-8.2%	1.1%	-12.4%	-14.2%	?	-7.3%
HTT cytoprotect	0.9%[10 µM]	4.2%	-23.3%	-24.1%	-14.4%[10 µM]	-52.1%[inhibitor]
Tau FP inhib	-1.0%	9.9%	3.5%	-4.4%	-7.5%	-2.3%
ALDH1A1 inh	-4.7%	7.0%	7.08µM*	-14.3%	-2.9%	?
Tau fluor cs	-13.5%	3.9%	-24.2%	-20.1%	-10.9%	-9.4%
SMN2 splice up	-1.4%	20.1%	-23.5%	-1.6%	3.6%	2.7%

7. CC(C)CN1C(=O)c2ccc(C(=O)Nc3ccncc3)cc2C1=O
8. Cc1cccc(-n2cnc(C(=O)Nc3cccnc3)c2)n1
9. CCOC(=O)C1(Cc2ccccc2C(F)(F)F)CCN(C(=O)c2cc(C)n(C)n2)CC1
10. COc1cccc(-c2cc(C(=O)Nc3nc4ccccc4s3)c3ccccc3n2)c1
11. Cc1c2cnn(CC(=O)NCc3ccc(Cl)cc3)c(=O)c2c(C)n1Cc1ccc(F)cc1
12. O=C(Nc1ccccc1-c1nnc(SCc2ccccc2)o1)c1ccccc1

entry no.	7	8	9	10	11	12
KDM4E inh	6.4%	6.6%	-3.1%	?	/	?
HttQ103 aggreg	11.8%[9.22 µM]	1.5%	15.5%[9.22 µM]	-16.3%	/	-14.5%
Tau ThT inhib	-1.2%	-18.5%	-1.4%	-15.1%	2.6%	?
HTT cytoprotect	1.3%	-43.1%[inhibitor]	19.5%[10 µM]	-30.2%	/	-16.5%
Tau FP inhib	-6.6%	-1.3%	4.8%	?	-6.0%	-15.8%
ALDH1A1 inh	0.631µM*	-10.9%	-6.0%	?	/	?
Tau fluor cs	-13.1%	-3.0%	6.5%	-23.6%	0.9%	?
SMN2 splice up	-12.1%	?	18.2%	-37.2%[inhibitor]	-6.9%	-22.0%

13. O=C(NCc1ccco1)c1ccc2c(c1)CCO2
14. CNC(=O)COC(=O)c1cc2c(s1)CCCC2
15. Cc1nc2c3cc(F)ccc3n(CCN3CCCCC3)c2s1
16. CCN(Cc1ccccc1)S(=O)(=O)c1ccc2oc(C(=O)O)c(C)c2c1
17. Cc1ccc(CSc2ncnc3ccccc23)cc1
18. c1ccc(-c2nnc(-c3ccccn3)nc2NC2CCCCC2)cc1

entry no.	13	14	15	16	17	18
KDM4E inh	-2.0%	1.8%	11.9%	0.7%	-16.6%	?
HttQ103 aggreg	-4.4%[9.22 µM]	15.6%	-17.4%	5.3%	-23.6%	3.55µM*
Tau ThT inhib	-12.6%	-9.0%	-8.6%	-11.1%	?	-15.3%
HTT cytoprotect	-5.2%[10 µM]	5.1%	-88.2%[inhibitor]	4.7%[10 µM]	-19.8%	-37.7%[inhibitor][10 µM]
Tau FP inhib	-12.0%	7.2%	-2.4%	-0.3%	?	-12.6%
ALDH1A1 inh	/	-3.2%	-2.6%	-0.9%	-8.5%	4.0%
Tau fluor cs	-13.9%	-4.5%	-11.4%	-11.2%	-9.5%	-15.6%
SMN2 splice up	/	9.4%	/	-8.7%	7.8%	-79.6%[inhibitor]

19. CCS(=O)(=O)N1Cc2ccccc2CC1C(=O)Nc1nc2ccccc2[nH]1 (stereo unspecified)
20. CCN1CCN(c2ncc3c(n2)CC(c2ccc(OC)c(OC)c2)CC3=O)CC1 (stereo unspecified)
21. COCc1cc(C)nc2sc3c(=O)n(Cc4ccco4)nnc3c12
22. Cc1c(NC(=O)COC(=O)C23CC4CC(CC(O)(C4)C2)C3)c(=O)n(-c2ccccc2)n1C
23. CCOC(=O)c1sc2nc(CN3CCN(c4cccc(C(F)(F)F)c4)CC3)[nH]c(=O)c2c1C
24. Cc1ccc(Sc2c(C)nn(C(=O)c3ccc(Cl)cc3)c2C)cc1

entry no.	19	20	21	22	23	24
KDM4E inh	-0.6%	-3.0%	-12.0%	13.3%	6.2%	/
HttQ103 aggreg	-5.7%	-6.7%	11.8%	-1.7%	-0.4%	/
Tau ThT inhib	-5.9%	-0.9%	-6.5%	2.5%	-12.3%	-12.9%
HTT cytoprotect	-17.4%[10 µM]	-29.1%[0.074 µM]	-5.1%	?	-16.3%[10 µM]	/
Tau FP inhib	3.0%	-2.4%	1.6%	-0.4%	-11.1%	-5.4%
ALDH1A1 inh	14.0%	1.1%	?	8.2%	2.4%	/
Tau fluor cs	-10.7%	1.2%	0.1%	-0.8%	-12.8%	-6.5%
SMN2 splice up	?	-16.2%	2.1%	14.1%	/	0.0%

25. COc1cc(-c2nnc3n(CCc4ccccc4)c(=O)c4ccccc4n23)cc(OC)c1OC
26. CCOC(=O)NC(Nc1nc2ccccc2s1)(C(=O)OCC)C(F)(F)F (stereo unspecified)
27. O=C1C2CCCCN2C(=O)N1CCCCN1CCN(c2ccc([N+](=O)[O-])cc2)CC1 (stereo unspecified)
28. Cc1nn(CC(=O)Nc2ccncc2)c(C)c1[N+](=O)[O-]
29. O=C(CCC1COc2ccccc2O1)Nc1ncccc1O (stereo unspecified)
30. Cc1ccnc(NC(=O)c2ccc3c(c2)C(=O)N(CC2CCCO2)C3=O)c1 (stereo unspecified)

entry no.	25	26	27	28	29	30
KDM4E inh	7.4%	-1.3%	0.1%	8.8%	13.0%	5.1%
HttQ103 aggreg	7.3%	-22.3%	-29.3%	1.7%	?	24.7%
Tau ThT inhib	5.3%	-5.1%	?	2.1%	-6.4%	3.7%
HTT cytoprotect	/	28.2%	-14.8%	5.9%[10 µM]	-13.9%	4.6%
Tau FP inhib	-4.6%	-2.9%	0.4%	5.4%	2.0%	12.9%
ALDH1A1 inh	0.224µM*	6.8%	?	0.4%	5.2%	?
Tau fluor cs	-1.8%	-11.0%	-1.1%	0.6%	-2.3%	9.1%
SMN2 splice up	-9.1%	-4.8%	-12.8%	6.5%	?	-0.8%

The final four records of the part before open the next one.
27. O=C1C2CCCCN2C(=O)N1CCCCN1CCN(c2ccc([N+](=O)[O-])cc2)CC1 (stereo unspecified)
28. Cc1nn(CC(=O)Nc2ccncc2)c(C)c1[N+](=O)[O-]
29. O=C(CCC1COc2ccccc2O1)Nc1ncccc1O (stereo unspecified)
30. Cc1ccnc(NC(=O)c2ccc3c(c2)C(=O)N(CC2CCCO2)C3=O)c1 (stereo unspecified)
31. COc1cc(OC)cc(-c2nc3nc(C)c(CCC(=O)Nc4cc(C)cc(C)c4)c(C)n3n2)c1
32. Cc1cccc(OCC(=O)O/N=C(\N)Cc2ccc([N+](=O)[O-])cc2)c1
33. CCOC(=O)N1CC=C2C(C#N)=C(N)C(C#N)(C#N)[C@H](c3ccc(OCC)c(OCC)c3)[C@H]2C1
34. Cc1cccc(NC(=O)N2CCN(Cc3ccc4c(c3)OCO4)CC2)c1C
35. S=c1nc[nH]c2c1ncn2C1CCCC1
36. Cc1cc(C(=O)Nc2cccnc2)cs1

entry no.	27	28	29	30	31	32	33	34	35	36
KDM4E inh	0.1%	8.8%	13.0%	5.1%	/	-14.2%	-27.0%	-0.1%	-6.1%	7.8%
HttQ103 aggreg	-29.3%	1.7%	?	24.7%	/	2.8%	-7.2%	28.7%	8.5%[9.22 µM]	11.6%
Tau ThT inhib	?	2.1%	-6.4%	3.7%	?	?	?	-1.8%	-5.7%	-1.2%
HTT cytoprotect	-14.8%	5.9%[10 µM]	-13.9%	4.6%	/	38.1%[10 µM]	-17.2%	-34.8%	14.7%[10 µM]	22.7%[1.9 µM]
Tau FP inhib	0.4%	5.4%	2.0%	12.9%	3.0%	2.7%	?	0.3%	0.6%	-4.4%
ALDH1A1 inh	?	0.4%	5.2%	?	/	-7.5%	0.4%	7.3%	?	0.6%
Tau fluor cs	-1.1%	0.6%	-2.3%	9.1%	-17.1%	-27.7%	-19.4%	4.6%	2.4%	-0.8%
SMN2 splice up	-12.8%	6.5%	?	-0.8%	2.8%	-2.7%	18.8%	-9.3%	/	-3.3%

37. Cc1cc(N(CCO)CCO)nc(-n2nc(C)cc2C)n1
38. O=C(O)Cc1cn(Cc2cccc(Cl)c2)c2ccccc12
39. COc1ccc2c(Cl)c(C(=O)NCCCn3ccnc3)sc2c1Cl
40. CCOCC(=O)Nc1c(C(=O)OCC)oc2ccccc12
41. CCOC(=O)C1CCCN(C(=O)c2cc(S(=O)(=O)Nc3ccccc3OC)ccc2C)C1 (stereo unspecified)
42. COc1cc(/C=C/C(=O)NC(C)C)ccc1OCc1ccccc1
43. O=[N+]([O-])c1cc(S(=O)(=O)N2CCCCCC2)ccc1Cl
44. CC1CN(S(=O)(=O)c2ccc(C(=O)Nc3nnc(-c4ccc5c(c4)CCCC5)o3)cc2)CC(C)O1 (stereo unspecified)

entry no.	37	38	39	40	41	42	43	44
KDM4E inh	5.0%	5.0%	?	-23.9%	9.2%	-6.9%	5.4%	15.7%
HttQ103 aggreg	-1.4%	17.1%	-7.5%	-2.3%	-3.2%[9.22 µM]	?	/	3.55µM*
Tau ThT inhib	0.5%	-3.0%	-8.5%	-0.5%	2.4%	-6.7%	-15.7%	-9.5%
HTT cytoprotect	-14.5%	2.0%[10 µM]	-58.4%[inhibitor]	-22.6%	-9.8%[10 µM]	-10.1%[10 µM]	/	-106.9%[inhibitor]
Tau FP inhib	3.3%	3.0%	-4.9%	-2.7%	1.9%	-9.8%	7.8%	-2.5%
ALDH1A1 inh	11.2µM*	?	?	?	/	?	-3.0%	?
Tau fluor cs	-6.4%	3.2%	-6.2%	-1.0%	1.0%	-0.7%	-25.3%	-7.0%
SMN2 splice up	0.7%	-11.8%	-30.8%[inhibitor]	2.6%	/	-0.7%	6.5%	-61.8%[inhibitor]

Some of the compounds tested; the hit share may differ from the screen's.
